ERp5 block: inhibitors of ERp5-driven insulin aggregation, primary screen, biochemical, turbidity, absorbance 650 nm, single point; 90 min; inhibition, % at 9.99 µM; 350,000 tested, 0.05% active;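 active means mean replicate inhibition above about 25%, with every replicate also reaching it, limit read from the data, passing the limit was not always enough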
Target sequence (Q15084 whole entry, looked up): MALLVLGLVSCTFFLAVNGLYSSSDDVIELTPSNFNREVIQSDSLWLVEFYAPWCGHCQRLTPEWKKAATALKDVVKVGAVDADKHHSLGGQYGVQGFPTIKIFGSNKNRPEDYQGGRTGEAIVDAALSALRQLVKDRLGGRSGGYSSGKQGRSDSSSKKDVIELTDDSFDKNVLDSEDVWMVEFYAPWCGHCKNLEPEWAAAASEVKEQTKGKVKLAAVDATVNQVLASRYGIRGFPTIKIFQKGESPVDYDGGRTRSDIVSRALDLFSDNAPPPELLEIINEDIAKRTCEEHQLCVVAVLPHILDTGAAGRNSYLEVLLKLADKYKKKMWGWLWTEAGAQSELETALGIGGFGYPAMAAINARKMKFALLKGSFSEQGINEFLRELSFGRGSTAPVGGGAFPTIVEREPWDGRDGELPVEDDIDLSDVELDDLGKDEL
SIRT5 block: SIRT5 desuccinylase inhibitors, primary screen, biochemical, fluorescence imaging, single point, set 5; Purified SirT5, succinyl-peptide AMC, trypsin-coupled fluorescence; inhibition, % at 15 µM; 330,000 tested, 1.1% active; in the data active means inhibition above about 15%
Target sequence (Q9NXA8 whole entry, looked up): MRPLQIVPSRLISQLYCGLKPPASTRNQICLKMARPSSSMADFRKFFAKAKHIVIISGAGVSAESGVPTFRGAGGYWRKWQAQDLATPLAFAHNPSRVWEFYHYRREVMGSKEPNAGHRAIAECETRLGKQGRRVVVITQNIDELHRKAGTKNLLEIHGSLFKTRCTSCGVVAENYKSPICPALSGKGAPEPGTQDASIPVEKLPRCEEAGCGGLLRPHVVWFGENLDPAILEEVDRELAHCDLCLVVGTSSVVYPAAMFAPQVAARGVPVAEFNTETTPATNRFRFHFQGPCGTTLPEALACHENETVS
* marks the source's active call; other numbers are inactive results; & = joins results of further samples. Only part of the results is shown. The share of hits here may be higher or lower than overall.

SMILES	ERp5 block	SIRT5 block
COc1cccc(S(=O)(=O)N2[C@@H]3CNC[C@H]2C3c2ccc(-c3ccccc3C)cc2)c1 (stereo partly drawn)	-3&-2	5&5
O=S(=O)(c1ccccc1)N(CC1CO1)c1ccccc1 (stereo not drawn)	10	-2
COC(=O)c1ccc(CN2CC(=O)N3[C@@H](CO)[C@H](c4ccc(-c5ccccc5F)cc4)[C@@H]3C2)cc1	-5	-1
O=c1[nH]c(-c2ccccc2)cn1C1CCN(Cc2ccc(-c3nc4ccc(F)cc4nc3-c3ccccc3)cc2)CC1	2	0
Cc1oc(-c2cccc(F)c2)nc1CN(Cc1ccccc1)C[C@@H]1CCC(=O)N1	0	-1
CC(=O)NC[C@@H]1[C@@H](c2ccc(C#Cc3ccccc3F)cc2)[C@@H](CO)N1C(C)=O	1	-2
C[C@H]1CCCCO[C@@H](CN(C)C(=O)CCCN(C)C)[C@@H](C)CN([C@@H](C)CO)C(=O)c2cc(NC(=O)c3ccncc3)ccc2O1	5	4
Cn1cc(CNCc2cnc3ccccn23)c(-c2ccc(Oc3ccccc3)cc2)n1	-7	-5
COCC(=O)N1[C@@H](CO)[C@@H](c2ccccc2)C12CN(C(=O)NC1CCCC1)C2	-2	0
C/C=C/c1ccc([C@H]2[C@@H](CO)N3C(=O)CN(S(=O)(=O)c4cccc(F)c4)C[C@H]23)cc1	-3	1
O=C(C[C@H]1CC[C@H](NS(=O)(=O)c2ccccc2)[C@@H](CO)O1)N1CCC(Cc2ccccc2)CC1	12	-3
Cc1ccc(S(=O)(=O)N2CCN(C(=O)COC(=O)CSc3ccccc3)CC2)c(C)c1	3	1
[O-][n+]1c2c(nn1-c1ccccc1)/C(=N/O)CCC2	-3	-4
Cc1ccc(/C=N/NC(=O)c2c(C)nc3ccc(Cl)cn23)cc1	2	0
COc1cccc(CNC(=O)[C@@H]2CCCN2C(=O)[C@H]2CCCCN2C(=O)c2ccc(Cl)cc2)c1	-4	-1
O=C(C1CC1)N1CC(=O)N2[C@@H](CO)[C@@H](c3ccc(-c4cccnc4)cc3)[C@@H]2C1	3	-5
CCCCNC(=O)C[C@@H]1C[C@@]2(C(=O)OCC)CCC=C2N(Cc2ccco2)C1=O	-7	4
COC[C@@H]1CCCN1c1ccc2c(c1)O[C@@H](COCc1ccccc1)CN([C@H](C)c1ccccc1)S2(=O)=O	5	3
CN(CC(=O)Nc1ccccc1F)CC(=O)Nc1ccc(F)c(F)c1F	5	-4
O=S(=O)(Nc1cc2nc3ccccc3nc2n1Cc1ccccc1)c1ccc(Cl)cc1	0	1
COc1ccc(NC(=O)Nc2cccc3c2O[C@H](CN(C)Cc2ccc(C(=O)Nc4ccccc4N)cc2)[C@@H](C)CN([C@H](C)CO)C3=O)cc1	11	6
CCOC(=O)[C@]12CCCC=C1N(Cc1ccco1)C(=O)[C@H](CC(=O)N1CCCC1)C2	-3	-2
O=C(CC1CCCC1)N[C@H](C(=O)N1CCC[C@H]1C(=O)NCCc1ccccc1Cl)c1ccccc1	-3	1
C[C@@H]1CCCCO[C@@H](CN(C)C(=O)Nc2ccc(C(F)(F)F)cc2)[C@@H](C)CN([C@H](C)CO)C(=O)c2cc(NC(=O)NC3CCCCC3)ccc2O1	9	9
O=C(C1CCCC1)N1CC2(C1)[C@H](c1ccccc1)[C@H](CO)N2Cc1ccccc1F	-2	3
C/C=C/c1ccc([C@H]2[C@@H](CO)N3C(=O)CN(S(=O)(=O)c4ccccc4)C[C@H]23)cc1	5	1
O=C(NC1CCCC1)N1CC(=O)N2[C@H](CO)[C@@H](c3ccc(-c4cccnc4)cc3)[C@H]2C1	-6	-6
Cc1noc(C)c1NC(=O)N(C)C[C@H]1Oc2c(NS(=O)(=O)c3ccc(F)cc3)cccc2C(=O)N([C@H](C)CO)C[C@@H]1C	-8	-12
C/C=C/c1ccc(C2[C@H]3CNC[C@@H]2N3Cc2nccs2)cc1 (stereo partly drawn)	0&-3	-3&2
CCCCNC(=O)N1CCN(c2ncccn2)CC1	7	-4
COC(=O)[C@@]12C[C@@H](CC(=O)N3CCC(c4ccccc4)CC3)C(=O)N(Cc3ccccc3)C1=CCC(C)(C)C2	2	4
CCCNC(=O)[C@H]1[C@H](CO)[C@H]2Cn3c(ccc(-c4ccccc4F)c3=O)[C@H]2N1C	1	-1
O=C(CC1CC1)N1CC2(C1)[C@@H](c1ccccc1)[C@H](CO)N2C(=O)c1cnccn1	4	-4
C/C=C/c1ccc([C@@H]2[C@H](CO)N(S(=O)(=O)Cc3ccccc3)C23CN(C(=O)C2CCOCC2)C3)cc1	-2	6
COc1cccc(/C=C2/Sc3ccc(C(=O)NC4CC4)cc3NC2=O)c1	-7	-1
Cc1cc(C)n(-c2cc(Cl)ccc2[N+](=O)[O-])n1	2	-3

For reference, some entries already given.
SMILES	ERp5 block	SIRT5 block
C/C=C/c1ccc([C@H]2[C@@H](CO)N3C(=O)CN(S(=O)(=O)c4ccccc4)C[C@H]23)cc1	5	1
O=C(NC1CCCC1)N1CC(=O)N2[C@H](CO)[C@@H](c3ccc(-c4cccnc4)cc3)[C@H]2C1	-6	-6

(more compounds)
SMILES	ERp5 block	SIRT5 block
Cc1ccnc(NS(=O)(=O)c2ccc(NC(=O)/C=C/c3cccs3)cc2)n1	3	1
C[C@@H]1CN([C@H](C)CO)C(=O)c2cccc(NC(=O)CCCCCC(=O)Nc3ccccc3N)c2O[C@H]1CN(C)Cc1ccc(Cl)c(Cl)c1	5	15*
CCc1nnc(NS(=O)(=O)c2ccc(NC(=S)NC(=O)c3ccc(F)cc3)cc2)s1	4	2
O=C(c1ccccn1)N1CC2(C1)[C@@H](c1ccccc1)[C@@H](CO)N2C(=O)CC1CC1	6	0
O=C(O)c1cccc(NC(=O)c2ccc(Cl)c(S(=O)(=O)N3CCCCCC3)c2)c1	0	-1
C[C@H](c1ccccc1)N1C[C@H](COCc2ccccc2)Oc2cc(N3CC[C@H](O)C3)ccc2S1(=O)=O	3	-1
C[C@H]1Cn2cnc(C(=O)N3CCN(c4ccccc4)CC3)c2C(=O)N1	-3	-5
COc1ccccc1CN1C[C@@H]2C[C@@H](C3=Cc4cc(Cl)ccc4OC3)N3CCC[C@@]23C1=O	3	-1
C[C@@H](NC(=O)[C@@H]1CCCN1C(=O)[C@@H]1CCCN1)c1ccccc1	-4	0
CC(C)(O)c1cn([C@@H]2C[C@@H]3O[C@@H](CO)CC[C@@H]3O[C@@H]2CCc2ccc(-c3cccnc3)cc2)nn1	-4	-4
O=S1(=O)CC(N2CCN(Cc3ccccc3F)CC2)CN1Cc1cn(Cc2ccc(C(F)(F)F)cc2)nn1 (stereo not drawn)	2	-2
COc1ccc2c3c([nH]c2c1)[C@@H](CO)N(C(=O)Nc1c(C)noc1C)CC31CN(CC2CCCCC2)C1	-2	6
CCC(=O)N1CC2(C1)[C@@H](c1ccccc1)[C@@H](CO)N2C(=O)NC(C)C	2	-5
COc1cccc(C(C(=O)NCc2ccccc2)N2CCN(CCN3CCOCC3)CC2)c1OC (stereo not drawn)	0	0
CC(C)(C)NC(=O)C(c1ccccn1)N(C(=O)c1csnn1)C1CCCCC1 (stereo not drawn)	4	-2
CCCCC[C@H](C)N1C[C@@H](COCc2ccccc2)Oc2cc(N3CC[C@H](O)C3)ccc2S1(=O)=O	5	0
CC(C)NC(=O)C1(C)CN(S(C)(=O)=O)CC(=O)N1Cc1ccc2c(c1)OCO2 (stereo not drawn)	-2	0
CC(C)NC(=O)N[C@H]1C[C@@H]2O[C@@H](CO)CC[C@@H]2O[C@@H]1CCc1ccc(-c2ccccc2F)cc1	4	-2
C/C=C/c1ccc([C@@H]2[C@H](CO)N(C(=O)CN(C)C)C23CN(C(=O)C2CC2)C3)cc1	-6	-2
C/C=C/c1ccc([C@H]2[C@H](CO)N3C(=O)CN(C(=O)Nc4ccc(F)cc4)C[C@@H]23)cc1	0	0
O=C(Nc1cccc(F)c1)N1CC(=O)N2[C@H](C1)[C@H](c1ccc(-c3ccc(F)cc3)cc1)[C@@H]2CO	17	4
N#Cc1ccc(-c2ccc([C@@H]3[C@@H](CO)N4C(=O)CN(C(=O)C5CCC5)C[C@H]34)cc2)cc1	1	-6
COc1ccc2c3c([nH]c2c1)[C@@H](CO)N(C(=O)Nc1cccc(F)c1)CC31CN(S(=O)(=O)c2cccc(C)c2)C1	2	3
Cc1cc(C)n2c(Nc3ccc4c(c3)OCCO4)c(-c3ccc(F)cc3)nc2n1	-2	5
COc1ccc2c3c(n(C)c2c1)[C@H](CO)N(Cc1nccs1)CC31CN(C(=O)CN(C)C)C1	6	4
CCCNC(=O)N1CC(=O)N2[C@H](C1)[C@H](c1ccc(-c3ccc(F)cc3)cc1)[C@@H]2CO	2	1
C/C=C/c1ccc(C2[C@H]3CNC[C@@H]2N3S(=O)(=O)Cc2ccccc2)cc1 (stereo partly drawn)	-1	2
O=C1CCCC[C@@H](CO)[C@H](O)C[C@H](c2ccccc2)O1	1	-1
COc1ccc2c3c(n(C)c2c1)[C@@H](CO)NCC31CCN(Cc2cc(-c3ccccc3)on2)CC1	1	1
Cc1cc(OCCCCOc2ccc(C#N)cc2)ccc1[N+](=O)[O-]	1	-1
COP(=O)(OC)OC(C(=O)c1ccccc1)c1ccc(Cl)cc1 (stereo not drawn)	5	1
Cc1cc2nc(C(C)(C)C)c(CC3CCCCC3)n2c(C)c1Br	-3	0
O=C(NC1CCCCC1)N1CC2(C1)[C@@H](c1ccccc1)[C@@H](CO)N2S(=O)(=O)Cc1ccccc1	1	0
CCOc1ccc2[nH]c3c(N4CCC5(CC4)OCCO5)ncnc3c2c1	-2	-8
COc1ccc(NC(=O)Nc2ccc3c(c2)CC(=O)N([C@H](C)CO)C[C@@H](C)[C@H](CN(C)S(=O)(=O)c2ccc(C)cc2)O3)cc1	-1	11
CCS(=O)(=O)N1CCC2(CC1)CN(Cc1ccccc1OC)[C@H](CO)c1c2c2ccc(OC)cc2n1C	0	3
COc1ccc2c3c([nH]c2c1)[C@H](CO)N(Cc1nccs1)CC31CCN(C(=O)C2CCOCC2)CC1	9	-2
OC(c1ccccc1)(c1ccccc1)C1CCN(CCCOc2ccc3c(c2)CCCC3)CC1	2	0
CN1OC[C@@H]2CN(C(=S)Nc3cc(C(F)(F)F)cc(C(F)(F)F)c3)[C@H](c3ccccc3Br)C[C@@H]21	5	7
O=C(C1CCC1)N1CC[C@@H]2[C@@H](CO)Nc3ccc(Br)cc3[C@@H]21	0	6
CCCc1c(-c2ccc(F)cc2)ncn1CCc1ccccc1OC	3	0
Cc1cccc(S(=O)(=O)N2[C@@H]3CNC[C@H]2C3c2ccc(-c3ccncc3)cc2)c1 (stereo partly drawn)	-10&-2	4&-1
CN1C(=O)[C@@](O)(c2cn(C)c3ccccc23)c2ccccc21	1	1
COC(=O)C1=CN(c2ccc(F)cc2)C(N)=C(C#N)C1c1cccc(OC)c1OC (stereo not drawn)	0	-7
CCOC(=O)[C@]12CCC=C1N(CCC1=CCCCC1)C(=O)[C@H](CC(=O)NCC1CCCCC1)C2	0	0
COc1ccc(NC(=O)c2cccc(Oc3ccc([N+](=O)[O-])cc3Cl)c2)cc1	-4	0
Cc1cc(C)n(CCc2nc(-c3ccc(F)cc3)cs2)n1	-7	-2
O=S1(=O)CCSC[C@@H](CNCc2ccco2)N1	4	-14

Overlap with the part before: six entries; new compounds follow.
SMILES	ERp5 block	SIRT5 block
CN1C(=O)[C@@](O)(c2cn(C)c3ccccc23)c2ccccc21	1	1
COC(=O)C1=CN(c2ccc(F)cc2)C(N)=C(C#N)C1c1cccc(OC)c1OC (stereo not drawn)	0	-7
CCOC(=O)[C@]12CCC=C1N(CCC1=CCCCC1)C(=O)[C@H](CC(=O)NCC1CCCCC1)C2	0	0
COc1ccc(NC(=O)c2cccc(Oc3ccc([N+](=O)[O-])cc3Cl)c2)cc1	-4	0
Cc1cc(C)n(CCc2nc(-c3ccc(F)cc3)cs2)n1	-7	-2
O=S1(=O)CCSC[C@@H](CNCc2ccco2)N1	4	-14
CCOc1ccc(NC(=O)NC23CC4CC(CC(C4)C2)C3)cc1	4	-5
C[C@@H]1CCCCO[C@H](CN(C)C(=O)Nc2ccc(F)cc2)[C@@H](C)CN([C@@H](C)CO)C(=O)c2cc(NC(=O)CCCN(C)C)ccc2O1	6	-3
CC(=O)NC[C@@H]1[C@@H](c2ccc(C3=CCCCC3)cc2)[C@@H](CO)N1C(=O)C1CCC1	-1	-1
O=C(C[C@H]1CC[C@@H]2[C@H](COC[C@H](O)CN2CC2CCCC2)O1)NCc1ccc(Cl)cc1	-2	1
CC(C)C[C@H]1COc2cc(Br)ccc2S(=O)(=O)N1Cc1ccc(F)cc1F	6	-4
O=C(Nc1ccccc1F)N1CC(=O)N2[C@H](CO)[C@@H](c3ccc(-c4cccnc4)cc3)[C@H]2C1	6	0
CCC(=O)N1CC2(C1)[C@H](c1ccccc1)[C@H](CO)N2C(=O)c1ccccc1	2	-5
COCC(=O)Nc1ccc2c(c1)C(=O)N(C)[C@H]1CC[C@H](CC(=O)OC)O[C@@H]1CO2	7	-3
CCN(CC(=O)Nc1ccccc1C(F)(F)F)C(=O)C1=COCCO1	5	0
CO[C@@H]1CN(C)C(=O)c2ccc(NC(=O)NC(C)C)cc2OC[C@@H](C)N(S(C)(=O)=O)C[C@@H]1C	-3	5

Complete entries from above:
Profile of `COCC(=O)Nc1ccc2c(c1)C(=O)N(C)[C@H]1CC[C@H](CC(=O)OC)O[C@@H]1CO2` → ERp5 block = 7; SIRT5 block = -3
Profile of `CCC(=O)N1CC2(C1)[C@H](c1ccccc1)[C@H](CO)N2C(=O)c1ccccc1` → ERp5 block = 2; SIRT5 block = -5
